# hcGAS lum: human cGAS inhibition; Q8N884; recombinant h-cGAS, ATP depletion, Kinase-Glo luminescence; inhibition, % at 12.5 µM; 290,000 tested, 0.081% active; AID 1259398;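 note: 0% = vehicle reaction and 100% = reaction without DNA for no activity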
# Target sequence (Q8N884 whole entry, looked up): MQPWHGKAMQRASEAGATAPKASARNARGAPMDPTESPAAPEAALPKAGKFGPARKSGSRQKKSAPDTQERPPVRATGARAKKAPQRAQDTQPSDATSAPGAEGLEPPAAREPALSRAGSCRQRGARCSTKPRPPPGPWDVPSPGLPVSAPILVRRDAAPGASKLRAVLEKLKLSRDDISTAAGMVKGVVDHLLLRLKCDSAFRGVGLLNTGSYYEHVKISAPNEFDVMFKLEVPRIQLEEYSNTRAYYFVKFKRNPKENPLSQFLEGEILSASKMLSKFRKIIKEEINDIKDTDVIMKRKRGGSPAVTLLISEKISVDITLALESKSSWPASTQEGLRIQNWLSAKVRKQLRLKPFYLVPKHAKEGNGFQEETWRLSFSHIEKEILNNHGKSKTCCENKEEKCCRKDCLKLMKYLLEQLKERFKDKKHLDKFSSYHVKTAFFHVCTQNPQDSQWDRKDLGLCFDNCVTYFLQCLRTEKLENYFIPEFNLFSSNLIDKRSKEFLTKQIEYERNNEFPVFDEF
# mcGAS lum: blocks mouse cGAS activity; 160,000 tested, 0.15% active; AID 1259399; inhibition, % at 12.5 µM; recombinant cGAS, Kinase-Glo ATP depletion luminescence; Q8C6L5;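 note: 0% = negative control wells and 100% = reference inhibitor with no enzyme activity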
# NPYLR7 ag: activates Aedes aegypti NPYLR7 receptor; HEK293T NPYLR7/Galpha15, GCaMP6s calcium fluorescence; activation, % at 10 µM; 270,000 tested, 0.15% active; in the data active = activation above about 40%;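 note: 0% = vehicle and 100% = reference agonist at the receptor; some compounds past the cut are filed as inactive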
# Active calls of the source: *; . = no result given; & = joins results of further samples. Cut-off read from the data, not from the text of the source, unless noted: active = inhibition above about 40%; inactive = the rest.
SMILES,hcGAS lum,mcGAS lum,NPYLR7 ag
Cc1nc(-c2ccccc2)nc(N2CCN(C(=O)c3ccc(F)cc3)CC2)c1Cc1cccc(Cl)c1,2.7,0.6,7.7
CCc1ccc(OCCCn2c(CO)nc3ccccc32)cc1,-6.6,-1.8,2.6
CC1C(=O)N(c2ccccc2Cl)CCN1C(=O)c1ccc([N+](=O)[O-])cc1 (stereo unspecified),-7.4,-6.9,-9.6
CCC[C@H](N)C(=O)N1CCC(c2[nH]ncc2CC)CC1,1.7,-1.6,3.8
c1ccc(-c2cc(-c3ncc[nH]3)c(-c3ccccc3)o2)cc1,-2.4,0.0,1.4
O=C(Nc1nn(Cc2ccc(Oc3ccccc3)cc2)c2ccccc12)c1ccco1,-0.7,-1.8,-4.3
Cc1ccc(CN(Cc2ccccc2)Cc2nc(C(=O)NCc3ccncc3)co2)cc1,-7.7,-6.8,23.0
CN(C(=O)c1cccnc1Oc1ccccc1)c1ccc(-c2onc3c2CCc2ccccc2-3)cc1,-7.2,-6.9,2.1
COC(=O)CCCC(=O)Nc1cccc(-c2cccc(-c3ccc(F)cc3F)n2)c1,-7.1,-6.3,-4.4
CCc1nn2c(N(C)C)cc(C)nc2c1-c1ccccc1,-13.5,-8.0,4.8
Cc1ccc(N2CCN(C(=O)c3cccc(Br)c3)C(C)C2=O)c(C)c1 (stereo unspecified),-5.2,-5.7,1.8
CC(=O)c1ccc(Br)s1,-1.7,.,-9.2
O=C(Cn1cnc(-c2ccccc2)cc1=O)N(Cc1ccccc1)c1ccccc1,-7.1,.,8.0
CN(C)CC(C)(C)CNC(=O)[C@H]1CSC(c2ccccc2)N1 (stereo partly specified),-1.3,.,8.1
C[C@@]12CO[C@@H](CNC(=O)C3CCCC3)O[C@@H]1CC[C@]1(C)[C@@H]2CC[C@H]2OC(=O)C[C@H]21,-0.8,-2.0,-12.6
CC1(C(=O)Nc2cccc3ncccc23)CCN1C(=O)C1(c2ccccc2)CC1 (stereo unspecified),1.9,0.2,-2.1
O=C1COCc2ccc(-c3ccc4ccccc4c3)cc2N1CCN1CCOCC1,-5.8,.,10.0
CCOC(=O)c1c(NC(=O)Cc2ccc(Cl)cc2)sc(C(=O)Nc2ccccc2OC)c1C,-7.1,.,-5.8
CCCOC(=O)CN1C(=O)c2c(Cl)c(Cl)c(Cl)c(Cl)c2C1=O,1.4,.,7.4
COc1cccc(C(C)(O)c2nc(-c3cnn(C)c3)cs2)c1 (stereo unspecified),-12.5,.,6.5
O=C(NCCc1ccccc1Cl)C1CCC(=O)N(CCCc2ccccc2)C1 (stereo unspecified),-6.6,.,-1.1
Cc1ncc(C#N)c(C)c1Cl,-8.0,.,-4.0
O=C(NCCN1C(=O)SC(=Cc2ccc(Cl)c([N+](=O)[O-])c2)C1=O)c1ccco1,1.4,5.2,3.0
O=C(Nc1cccc(Cl)c1)N(CC(=O)N1CCc2sccc2C1COc1ccc(F)cc1)C1CC1 (stereo unspecified),3.4,-0.3,-3.0
O=C(Cc1ccccc1Cl)N1CC(c2ccncc2)C1,-3.4,-16.2,0.9

# Other records follow.
SMILES,hcGAS lum,mcGAS lum,NPYLR7 ag
O=c1c(Cl)c(N2CCCC2)cnn1-c1ccccc1,-3.6&-2.1,-4.6,3.6&4.3
COc1ccc2c(c1)OC(C)(C)CC2NC(=O)Cn1nc(C)cc1N (stereo unspecified),-3.6,.,-2.4
Cc1nccn1CCCC(=O)N1CC[C@@H](c2ccc3ccccc3c2)[C@H](O)C1,-1.1,-13.5,6.9
COc1cc(N)c(Cl)cc1C(=O)OCCN1CCCCC1,-0.8,-3.1,4.3
Cc1[nH]cnc1CN(C)C(C)C(=O)N(C)C (stereo unspecified),-9.4,.,15.3
NC(=O)COc1ccccc1C=Nc1ccc(Br)cc1,-1.0,.,5.0
COc1cc(C)c(Br)cc1S(=O)(=O)NCc1ccc2c(c1)OCO2,-6.0,.,9.1
Clc1ccc(OCc2nc3ccc(Cl)cc3[nH]2)c(Cl)c1,-10.2,-5.6,1.1
Cc1ccc2c(c1)NC(C)c1ccccc1O2 (stereo unspecified),-3.5,.,-8.0
Cc1nc(CN(C)Cc2cccc(C(=O)Nc3ccc(F)cc3F)c2)no1,-6.5,-19.2,7.1
c1nc(NCC2CCCO2)ncc1CN1CCCn2cncc2C1 (stereo unspecified),-7.2,-15.6,11.8
CC(C)NC(=O)c1nsc(C(=O)N2CCN(C3CCCCC3)CC2)c1N,-11.6,-6.1,.
CNC(=O)C1CCN(c2nnnn2-c2ccccc2)CC1,-10.1,-7.0,4.1
CC(C)Cc1nn(-c2ccccc2Cl)c(C(C)C)c1C(=O)N1CCOCC1,-7.9,-8.3,5.3
Cc1ccncc1C(=O)N1CCC(=O)N(CC2CC2)C(C(C)C)C1 (stereo unspecified),-5.2,-14.7,0.8
Oc1ccccc1-c1cc(C(F)(F)F)on1,-4.4,.,1.3
CCOC(=O)Cn1c(-c2cccnc2)nc2ccccc21,-4.4,-7.0,-8.2
CC(=O)c1cccc(Nc2cc3c(cn2)nc(-c2ccccc2)n3C)c1,-3.9,-7.1,-2.7
CCN1CCN(C(=O)CCN(CCc2ccccc2)c2nc(-c3ccco3)nc3ccccc23)CC1,1.1,-5.4,15.2
O=C(NCC1(N2CCCCC2)CCOCC1)c1cccc(Cl)c1,2.4,.,-3.5
CC(Cn1cccn1)NC(=O)CCNC(=O)c1ccc(F)cc1 (stereo unspecified),-0.5,.,3.1
O=C(c1csc(CSc2nnc(-c3ccco3)n2-c2ccccc2F)n1)N1CCC(n2c(=O)[nH]c3ccccc32)CC1,-6.0,-5.6,3.5
C=C(C)CSc1nnc2n(-c3ccccc3)c(=O)c3c(C)c(C)sc3n12,-4.5,-7.2,-0.8
CCOC(=O)N1CCN(C(=O)c2csc(CSc3nnc(-c4ccco4)n3-c3ccccc3F)n2)CC1,-10.2,-5.9,2.6
CC(=O)NCc1cccc(-c2ccc(O)cc2)c1,-1.8,.,1.0

# Carrying on.
SMILES,hcGAS lum,mcGAS lum,NPYLR7 ag
CCOC(=O)C1CCCN(C(=O)c2cc(-c3ccc(OC)cc3OC)nn2-c2ccc(Cl)cc2)C1 (stereo unspecified),-6.4,-4.8,11.7
CC(C)(C)C(=O)N1CCN(c2ncnc3c2nnn3Cc2ccccc2)CC1,-8.6,-8.5,-9.2
Cc1nc(N2CCCCC2)ncc1-c1cc(=O)[nH]c(N2CCc3ccccc32)n1,-4.7,-4.6,3.3
CC(C)C(NS(=O)(=O)c1ccc(Cl)cc1)C(=O)NCCCN1CCOCC1 (stereo unspecified),-3.5,.,17.2
CCC1CCCCN1C(=O)C(C)N(C)CC(=O)Nc1c(C)cccc1C (stereo unspecified),-0.5,.,10.7
CC1(C)C(=O)Nc2ccccc2N1C(=O)COc1ccccc1C#N,-6.4,.,4.5
Nc1cc(N)nc(SCC(=O)c2cc3c4c(c2)CC(=O)N4CCC3)n1,-8.7,.,8.2
CC1CCCN(C(=O)NCc2cn3c(n2)CCCC3)C1 (stereo unspecified),-3.6,.,8.3
CSc1nc2c(cnn2Cc2ccccc2)c(=O)[nH]1,-8.4,.,-4.7
Cc1ccn(CC(=O)N2CC[C@@H](N3CCN(c4ccccc4F)CC3)[C@H](O)C2)n1,-7.4,.,4.1
CCCCN(C=O)c1c(CC)nc2ccc(C(=O)N3CCN(c4ccccc4)CC3)cn12,-6.7,-3.2,9.2
Cc1c(F)cccc1NC(=O)CNC(CC(C)C)c1ncnn1C (stereo unspecified),-5.6,-17.1,4.4
O=C(O)c1cnc2ccccc2c1N1CCCC1,-12.7,-7.0,-2.0
O=[N+]([O-])c1ccc(C(O)CNC(=S)NCc2ccc3c(c2)OCO3)cc1 (stereo unspecified),-5.7,-4.0,2.3
CCOc1ccc(C)cc1S(=O)(=O)Nc1cc(C)cc(C)c1,2.2,.,5.4
Cc1ccc2[nH]nc(C(=O)N3CCNC(C(=O)O)C3)c2c1 (stereo unspecified),-4.3,-14.6,9.1
CCCOc1nc(-c2cccc(OC)c2)n(-c2ccc(NC(=O)c3cccc(OC)c3)cc2)n1,-11.0,-2.2,10.4
CN(C)CCNC(=O)[C@@]1(OCc2cccc(F)c2)CC(OCc2cccc(Cl)c2)[C@@H]2OC(C)(C)O[C@@H]2C1 (stereo partly specified),-0.1,-6.3,.
CN1CC2N(C(=O)c3cc4ccccc4s3)C3CCC2(CC3)OC1=O (stereo unspecified),-3.8,-8.5,26.9
Cc1cc(C2=NNC(=CSc3nnc(-c4cc5c(s4)CCC(C)C5)o3)O2)c(C)o1 (stereo unspecified),-2.5,-4.6,11.5
C=CCc1nnnn1[C@H]1CO[C@H]2[C@@H]1OC[C@H]2OC(=O)Nc1ccc(C(C)=O)cc1,-4.9,-7.3,-6.7
COC(=O)C1=C(C)OC(c2ccccn2)C(C)=C1 (stereo unspecified),-8.3,-3.6,-2.4
Cc1cccc2sc(NNC(=O)c3ccc(N(C)C)cc3)nc12,-2.5,-7.1,-7.0
NC(=O)C1CCCN(Cc2cccc(CNC(=O)C3CCCO3)c2)C1 (stereo unspecified),-5.4,.,-2.3
C=CCOc1ccc(/C=N\O)cc1Cl,-3.5,-4.3,1.0

# Continued.
SMILES,hcGAS lum,mcGAS lum,NPYLR7 ag
COC(=O)Cn1nc(C(C)C)c2cnn(-c3ccccc3)c2c1=O,-3.6,.,5.6
Cc1cccc(C(=O)N2CCCC(N3CCN(c4cccc(Cl)c4)CC3)C2)n1 (stereo unspecified),-8.1,.,6.0
OC1(c2ccccc2)C2C3C4C5C(C2C35Br)C41Br (stereo unspecified),0.4,.,0.9
COc1ccc(-n2nc(-c3ccccc3)c3c2N(CC(=O)NCc2ccc(F)cc2)C(=O)CSC3c2ccc3c(c2)OCO3)cc1 (stereo unspecified),-7.8,-3.5,1.7
C=CC[C@@H]1CC=C[C@@H](C)N1C(=O)CCc1c[nH]c2ccccc12,-3.5,-16.7,0.8
CN(CCNC1CCSC1)S(C)(=O)=O (stereo unspecified),-4.1,.,1.5
COc1cccc2c1OCC(CN1CCC(CO)(Cc3cccc(C(F)(F)F)c3)CC1)=C2,-9.3,-10.0,2.4
CC(C)(C)c1cc(NC(=O)CN(Cc2ccccc2)S(=O)(=O)c2ccc(Cl)cc2)n(-c2ccccc2Cl)n1,-9.5,-6.9,20.9
CCc1ccccc1N1CCN(C(=O)c2ccc(N3C(=O)C4CCCCC4C3=O)cc2)CC1 (stereo unspecified),0.9,.,2.6
CCn1c(C)csc1=Nc1ccc(N=Nc2ccccc2)cc1,-9.0,.,-5.4
Cc1nc(SCCCCN2C(=O)c3ccccc3C2=O)c2c3c(sc2n1)CCC3,-5.6,-7.0,-1.3
CC(C)c1ccc(-n2[nH]nnc2=S)cc1,0.1,-3.5,-1.6
COc1ccc(OC)c(-n2c(Cc3ccc(O)cc3)n[nH]c2=O)c1,-6.4,.,17.7
O=C(N[C@@H]1CCCCC1NC(=O)C1CCCN(S(=O)(=O)c2ccc(F)cc2)C1)c1ccc(F)cc1 (stereo partly specified),0.1,0.5,2.5
Cc1ccc(C(C)NC(=O)CN(C)CCc2cn[nH]c2)cc1 (stereo unspecified),-11.2,.,13.5
Cc1ccccc1-n1c(-c2ccc(Cl)cc2)n[nH]c1=S,-5.7,-5.9,-1.7
CN=c1scc(-c2ccc(Cl)s2)n1N=Cc1ccc2c(c1)OCO2,-2.0,.,-9.8
CC(=O)NCC1CCCN(Cc2cn(Cc3ccccc3)nc2-c2cc3ccccc3o2)C1 (stereo unspecified),-7.4,-10.8,4.9
CCCNc1nc(SCCC)nc2c1cnn2CCNC(=O)C(CCC)CCC,0.0,-7.5,1.2
Cc1ccc(CN(CCc2ccccc2)C(=O)CN(CC2CCCO2)C(=O)c2ccco2)o1 (stereo unspecified),-4.1,-6.2,.
CCCCC(=O)Nc1c(-c2ccc(C)cc2)nc2ccccn12,-4.7,-8.1,-4.3
CCn1c(=O)c(C(=O)NCCOC)nn(-c2cccc(C)c2)c1=O,-1.6,-4.3,10.1
Cc1ccc(NC2CCCN(C(=O)c3cccs3)C2)cc1C (stereo unspecified),-7.4,.,1.6
COCCN(CC(=O)N(Cc1cccn1Cc1ccccc1Cl)CC(C)C)C(=O)c1ccc(Br)cc1,-12.4,-6.0,.
COCC1(C(=O)NCc2ccc3c(c2)n(C)c(=O)n3C)CCC1,-3.9,-13.7,1.6

# Compounds listed so far that have a tert-butyl group, in the order listed:
SMILES,hcGAS lum,mcGAS lum,NPYLR7 ag
CC(C)(C)C(=O)N1CCN(c2ncnc3c2nnn3Cc2ccccc2)CC1,-8.6,-8.5,-9.2
CC(C)(C)c1cc(NC(=O)CN(Cc2ccccc2)S(=O)(=O)c2ccc(Cl)cc2)n(-c2ccccc2Cl)n1,-9.5,-6.9,20.9

# Record cards (already shown).
# Record of COC(=O)Cn1nc(C(C)C)c2cnn(-c3ccccc3)c2c1=O : hcGAS lum: -3.6; mcGAS lum: .; NPYLR7 ag: 5.6
# Record of CCCCN(C=O)c1c(CC)nc2ccc(C(=O)N3CCN(c4ccccc4)CC3)cn12 : hcGAS lum: -6.7; mcGAS lum: -3.2; NPYLR7 ag: 9.2

# Returning to the listing, repeating the 2 entries before the break.
SMILES,hcGAS lum,mcGAS lum,NPYLR7 ag
COCCN(CC(=O)N(Cc1cccn1Cc1ccccc1Cl)CC(C)C)C(=O)c1ccc(Br)cc1,-12.4,-6.0,.
COCC1(C(=O)NCc2ccc3c(c2)n(C)c(=O)n3C)CCC1,-3.9,-13.7,1.6
CCN(CC)CC(O)COC1CCC(C(C)(C)C)CC1 (stereo unspecified),-5.2,.,-0.9
Cc1ccc(COc2coc(CSc3nncn3C)cc2=O)cc1,-9.9,.,10.6
O=C1NCCN(S(=O)(=O)NCc2ccccc2)C1Cc1ccccc1 (stereo unspecified),-4.2,.,0.5
O=c1cccc2n1CC1CC2CN(CCOc2ccc(-c3[nH]ncc3-c3ccccc3)c(O)c2)C1 (stereo unspecified),-5.0,-7.9,8.7
CCC(O)CN1CCN(C(C)C(=O)NC2CCC(C)CC2)CC1 (stereo unspecified),-14.4,-13.6,1.3
CCOc1ccc2nc(SCC(=O)Nc3ccccc3C#N)sc2c1,-7.8,-5.0,-4.2
